TrxR1 inh: qHTS Assay for Inhibitors of Mammalian Selenoprotein Thioredoxin Reductase 1 (TrxR1): qHTS; recombinant rTrxR1, NADPH fluorescence consumption, selenite substrate; Potency, µM (highest dose often 114 µM), for the others: at the top dose activity change, negative = inhibition, hits mostly inhibitors; 390,000 compounds, 1% hits; note: % is set by controls: 0 for no effect and ±100 for the full control effect; nearly all actives have a fitted effect of over 65% in size
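Rat TrxR1 (90 nM in the dispensed reagent) was pre-reduced with 400 uM NADPH for 5 min at room temperature, then incubated with compound for 15 min. After 400 uM selenite was added, NADPH fluorescence (Ex 340/Em 450 nm) was followed for 8 min.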
Pin1 inhibitor: qHTS Assay to Find Inhibitors of Pin1. Peptidyl-prolyl cis-trans isomerase NIMA-interacting 1 (Homo sapiens), Q13526. Pin1 FP peptide displacement, HiFluor488, 10 min. Potency, µM (titrated, usually from 115 µM), without a hit: top-dose activity, negative = inhibition, usual class: inhibitors. 390,000 compounds, 0.009% hits. AID 504891, 2011; active = well fitted inhibition curve with a large enough effect in the polarisation, with a control signal flat, not every such curve was filed as active; inconclusive = small, poorly fitted or top-dose-only effect, or effect the other way, or a change in a side signal; inactive = no such curve, though single readings can be large or run the other way; the % refers to the polarisation; note: % is set by controls: 0 for no effect and ±100 for the full control effect
GLS inhibitor: qHTS for Inhibitors of Glutaminase (GLS). GLS enzymatic activity, qHTS titration. Potency, µM (highest dose often 45.5 µM), without a hit: at the top dose activity change, negative = inhibition, usual class: inhibitors. 410,000 compounds, 0.21% hits; note: % is set by controls: 0 for no effect and ±100 for the full control effect
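Assay buffer: 45 mM KH2PO4 pH 8.2, 0.02% Tween-20. hKGA acts on L-glutamine (1 mM solution added); product glutamate is reported by an oxidase/peroxidase Amplex Red coupling, with fluorescence taken at baseline and 30 min.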
JMJD2A Tudor: qHTS Assay for Inhibitors of JMJD2A-Tudor Domain; Lysine-specific demethylase 4A (Homo sapiens), O75164; AlphaScreen JMJD2A-Tudor / H3K4me3 peptide binding; Potency, µM (highest dose often 114 µM), without a hit: top-dose activity change, negative = inhibition, usual class: inhibitors; 390,000 compounds, 4.4% hits; AID 504339, 2011; note: % is set by controls: 0 for no effect and ±100 for the full control effect; nearly all actives have a fitted effect of over 50% in size
Tb PGK inh: qHTS Assay to Find Inhibitors of Phosphoglycerate Kinase; 380,000 compounds, 0.043% hits; PGK/GAPDH coupled, Kinase-Glo luminescence, 60 min; AID 602233, 2012; Potency, µM (highest dose often 57.5 µM), for inactives: at the highest dose activity change, negative = inhibition, hits mostly inhibitors; note: % is set by controls: 0 for no effect and ±100 for the full control effect; nearly all actives have a fitted effect of over 60% in size
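Luminescent ATP detection (Kinase-Glo Plus) follows a 60-minute room-temperature incubation, with wells lacking PGK as controls. Buffer: 100 mM TEA (pH 7.6), 5 mM MgCl2, 0.01% Tween-20. Coupling enzyme GAPDH (100 nM final) supplies unstable 1,3-BPG in-well.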
HP1b binding inh: HTS for Inhibitors of HP1-beta Chromodomain Interactions with Methylated Histone Tails; AlphaScreen HP1-beta / biotin-H3K9me3 peptide binding; 390,000 compounds, 0.56% hits; Chromobox protein homolog 1 (Homo sapiens), P83916; AID 540317, 2011; Potency, µM (top dose mostly 114 µM), without a hit: at the highest dose activity change, negative = inhibition, usual class: inhibitors; note: nearly all actives have a fitted effect of over 70% in size; inactives centre near 23
Target sequence (P83916 whole entry, looked up): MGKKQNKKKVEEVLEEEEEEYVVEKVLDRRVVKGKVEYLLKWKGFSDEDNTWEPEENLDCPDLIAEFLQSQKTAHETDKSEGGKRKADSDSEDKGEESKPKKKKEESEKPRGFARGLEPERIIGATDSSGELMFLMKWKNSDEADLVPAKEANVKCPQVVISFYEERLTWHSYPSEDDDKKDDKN
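Compound inhibition of the preformed complex between 50 nM HP1-beta and 50 nM biotinylated H3K9me3 peptide was read by AlphaScreen. Buffer was PBS pH 7.4 with 0.01% Tween-20. Incubations ran 30 min at room temperature, with 10 ug/mL donor/acceptor beads.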
RGS4 inh: Inhibitors of Regulator of G Protein Signaling (RGS) 4: qHTS; AID 504845, 2011; Transcreener GDP fluorescence polarization, RGS4-accelerated GTP hydrolysis; Potency, µM (top dose mostly 114 µM), inactives show at the top dose activity change, negative = inhibition, actives largely listed as inhibitors; Regulator of G-protein signaling 4 (Homo sapiens), P49798; 390,000 compounds, 0.039% hits; note: % is set by controls: 0 for no effect and ±100 for the full control effect; nearly all actives have a fitted effect of over 75% in size; some results filed as inactive show a strong effect at the top dose
Target sequence (P49798 whole entry, looked up): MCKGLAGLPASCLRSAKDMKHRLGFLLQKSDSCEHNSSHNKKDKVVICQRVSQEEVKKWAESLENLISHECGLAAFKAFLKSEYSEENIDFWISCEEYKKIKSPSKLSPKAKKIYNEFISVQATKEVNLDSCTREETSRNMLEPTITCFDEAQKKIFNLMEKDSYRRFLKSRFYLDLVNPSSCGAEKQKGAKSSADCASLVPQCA
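MLSMR compounds (23 nl, pin-transferred) preincubated 10 min at room temperature with a 500nM (2x) first reagent, then RGS4 at 900nM (2x) plus Transcreener GDP mix added; fluorescence polarization (620/688 nm) read before and after 90 min at 30 °C.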
12-LOX inh: Primary qHTS assay for inhibitors of human arachidonate 12S-lipoxygenase (ALOX12): Round 2 | Potency, µM (titrated, usually from 108 µM), without a hit: at the highest dose activity change, negative = inhibition, hits mostly inhibitors | 580,000 compounds, 1.1% hits | purified 12hLO, xylenol orange hydroperoxide absorbance | AID 1671190, 2021; note: % is set by controls: 0 for no effect and ±100 for the full control effect
Target sequence (P18054 whole entry, looked up): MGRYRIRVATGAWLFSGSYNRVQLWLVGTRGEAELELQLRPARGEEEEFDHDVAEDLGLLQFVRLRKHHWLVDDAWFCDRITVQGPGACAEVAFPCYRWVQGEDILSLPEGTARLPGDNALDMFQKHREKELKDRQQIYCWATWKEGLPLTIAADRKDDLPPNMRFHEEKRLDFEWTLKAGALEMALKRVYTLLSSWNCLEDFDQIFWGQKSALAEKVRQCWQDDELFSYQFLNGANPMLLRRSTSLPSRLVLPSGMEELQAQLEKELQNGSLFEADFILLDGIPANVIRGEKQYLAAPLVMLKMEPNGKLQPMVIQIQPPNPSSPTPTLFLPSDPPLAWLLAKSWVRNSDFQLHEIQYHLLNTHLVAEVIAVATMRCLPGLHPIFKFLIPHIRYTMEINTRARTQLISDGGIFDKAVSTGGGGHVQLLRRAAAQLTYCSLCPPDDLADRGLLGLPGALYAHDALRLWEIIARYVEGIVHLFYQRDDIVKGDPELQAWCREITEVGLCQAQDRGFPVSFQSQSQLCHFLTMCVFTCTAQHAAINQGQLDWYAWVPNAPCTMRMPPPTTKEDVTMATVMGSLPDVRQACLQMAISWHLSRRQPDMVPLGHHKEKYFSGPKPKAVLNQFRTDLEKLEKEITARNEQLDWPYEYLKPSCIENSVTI
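Purified human 12hLO (150 nM final) in 25 mM Hepes, 0.01% Triton X-100, pH 7.0 was preincubated 15 min at room temperature with compound. Then 40 uM arachidonic acid was added, 30 min. Hydroperoxide was read by Fe-XO absorbance ratio 573/405 nm.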
ERG Ets-DNA blk: qHTS for Small Molecule Inhibitors of the ERG Ets/DNA interaction; Transcriptional regulator ERG (Homo sapiens), P11308; fluorescence polarization, His-ERG Ets domain / labelled DNA; Potency, µM (top dose mostly 76.9 µM), without a hit: top-dose FP activity, negative = inhibition, actives largely listed as inhibitors; 370,000 compounds, 0.028% hits; AID 624246, 2012; active = well fitted inhibition curve with a large enough effect in the polarisation, with a control signal flat; inconclusive = small, poorly fitted or top-dose-only effect, or effect the other way, or a change in a side signal; inactive = no such curve, though single readings can be large or run the other way; the % refers to the polarisation;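 note: polarization taken with two DNA probes labelled with fluorescein and Texas red; % of control where 0% means no effect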
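His-tagged ERG Ets domain (1 uM in the protein solution; 300mM KCl, 50mM Tris-HCl, 1mM EDTA, 1mM DTT, pH 7.5) received compound, then a probe mix of 5 nM fluorescein-DNA and 100nM Texas-615-DNA. Fluorescence polarization was read for both dyes.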
Active calls of the source: *; i = inactive; ? = inconclusive; . = not tested or not shown; [ ] = dose if it differs, or a comment. Unless noted, calls come from the whole dose curve; as a rule, active = well fitted curve in the direction sought with a large enough effect; inconclusive = small, poorly fitted or top-dose-only effect, or another doubt; inactive = no such curve, though single readings can be large; an effect the other way counts as inactive or inconclusive. Potency is the fitted concentration of half-maximal effect. Only part of the results is shown (hit frequency here may not be typical).

SMILES	TrxR1 inh	Pin1 inhibitor	GLS inhibitor	JMJD2A Tudor	Tb PGK inh	HP1b binding inh	RGS4 inh	12-LOX inh	ERG Ets-DNA blk
CCOC(=O)CSC1=N/C(=C/c2ccc(-n3cncn3)cc2)C(=O)N1C(C)=O	3%[57.1 µM]	4%	0%	-12%	0%	35%	-7%	-5%	-6%
O=C(Nc1ccccc1F)C1CCCN(S(=O)(=O)c2ccc(-n3cnnn3)cc2)C1 (stereo unspecified)	-5%	1%	-3%	-13%	i	34%	-4%	1%	-4%
O=C(OCC(=O)N1CCC(Cc2ccccc2)CC1)c1cc(Cl)ccc1O	25%[57.1 µM]	-4%	0%	8%	11%	53%[activator]	-1%	4%	2%
Cc1ccc(S(=O)(=O)Nc2cc3c(cc2N2CCOCC2)n(C)c(=O)c(=O)n3C)cc1	9%	-18%	0%	-2%	i	52%[activator]	-5%[56.9 µM]	-9%	2%
Cc1ccc(NC(=O)CCC(=O)NNC(=O)c2ccccc2[N+](=O)[O-])c(C)c1	-7%	-3%	14%	-2%	7%	32%	20%	-4%	0%
CCN(CC)S(=O)(=O)c1ccc2c(c1)nc(CN(C)C(=O)Nc1ccc(C)c(F)c1)n2C	8%[57.1 µM]	2%	-3%	-10%	-3%	25%	-6%	-7%	0%
CC(=O)N1c2ccc(C)cc2Sc2c1ccc1ccccc21	11%[57.1 µM]	-1%	-9%	-21%	-3%	5%[57 µM]	6%	-15%	6%
CCOC(=O)c1cc2c(=O)[nH]ccc2nc1C	17%	11%	2%	-5%	7%[11.5 µM]	20%	10%	19%	.
Cc1cn2c(=O)c(S(=O)(=O)NCc3ccc(F)cc3)c(C)nc2s1	-5%	2%	3%	5%	-6%	49%[activator]	24%	-7%	4%
CC(C)(C)C(=O)Nc1ccc(-c2csnn2)cc1	14%	18%	-7%	-1%	-11%	35%	10%	-3%	4%
N#CNC(=Nc1cccc(C(F)(F)F)c1)SCc1ccc(C(=O)O)cc1	-5%	2%	8%	-13%	7%	33%	-36%	?	-4%
CC(=O)Nc1ccc(S(=O)(=O)N2CCN(C(=O)c3ncoc3-c3ccc(F)cc3)CC2)cc1	3%	6%	0%	-7%	5%	3%	8%	3%	6%

Pulled by compound from the list above (three):
SMILES	TrxR1 inh	Pin1 inhibitor	GLS inhibitor	JMJD2A Tudor	Tb PGK inh	HP1b binding inh	RGS4 inh	12-LOX inh	ERG Ets-DNA blk
CCOC(=O)c1cc2c(=O)[nH]ccc2nc1C	17%	11%	2%	-5%	7%[11.5 µM]	20%	10%	19%	.
CC(=O)Nc1ccc(S(=O)(=O)N2CCN(C(=O)c3ncoc3-c3ccc(F)cc3)CC2)cc1	3%	6%	0%	-7%	5%	3%	8%	3%	6%
O=C(Nc1ccccc1F)C1CCCN(S(=O)(=O)c2ccc(-n3cnnn3)cc2)C1 (stereo unspecified)	-5%	1%	-3%	-13%	i	34%	-4%	1%	-4%

The listing picks up with the 2 entries that preceded the break.
SMILES	TrxR1 inh	Pin1 inhibitor	GLS inhibitor	JMJD2A Tudor	Tb PGK inh	HP1b binding inh	RGS4 inh	12-LOX inh	ERG Ets-DNA blk
N#CNC(=Nc1cccc(C(F)(F)F)c1)SCc1ccc(C(=O)O)cc1	-5%	2%	8%	-13%	7%	33%	-36%	?	-4%
CC(=O)Nc1ccc(S(=O)(=O)N2CCN(C(=O)c3ncoc3-c3ccc(F)cc3)CC2)cc1	3%	6%	0%	-7%	5%	3%	8%	3%	6%
CCOC(=O)/C(C#N)=C\c1c(OCC)n(CC)c2ccccc12	7%[57.1 µM]	2%	-27%	9%	i	103%[activator]	-25%	-18%	10%
COc1cc(/C=N/NC(=O)CC2(C)OCCCO2)ccc1OCc1ccccc1	-20%	-6%	2%	-16%	-3%	15%	?	-1%	2%
CN1CCC(n2[nH]c(-c3ccccc3)c(Cc3ccccc3)c2=O)CC1	-20%	-6%	-9%	-35%	-1%	-17%	-22%	1%	3%
COc1cccc(-c2ccc(NC(=O)C3CCCN(Cc4cnn(C)c4C)C3)cc2)c1 (stereo unspecified)	20%[57.1 µM]	-2%	-11%	-18%	-9%	54%[activator]	-2%[56.9 µM]	-5%	2%
CCCN(CCC)CCCNC(=O)CC1Nc2ccccc2NC1=O (stereo unspecified)	-11%	1%	3%	-10%	-6%	11%	-24%	147%	-2%
Cc1ccc(S(=O)(=O)n2nc(OC(=O)c3cccs3)cc2N)cc1	36%[activator][57.1 µM]	?	31%	-25%	i	31%[activator]	41%	-6%	1%
O=C(COc1ccccc1F)Nc1ccc2nc(SCC(=O)N3CCc4ccccc43)sc2c1	-1%	-6%	5%	-19%	-8%	23%	?	-20%	2%
Cc1ccc(-n2c(SCC(=O)OC(C)C)nnc2-c2ccncc2)cc1	-11%	-4%	10%	-7%	10%	49%[activator]	13%	4%	-2%
Cc1ccc(-c2cn3c(n2)sc2cc(C(=O)NC4CCCc5ccccc54)ccc23)cc1 (stereo unspecified)	1%	13%	6%	-3%	-9%	77%[activator]	12%	?	-2%
Cc1cccc(-c2nc3c4ccccc4nc(N4CCN(c5ccc(F)cc5)CC4)n3n2)c1	13%	-5%	4%	-19%	-9%	37%[activator]	-7%	-3%	-1%
Cc1ccc2nc(-c3cccc(Cl)c3)c(Nc3ccc4c(c3)OCO4)n2c1	22%	-8%	-5%	-16%	-10%	31%	-6%	-8%	7%
CCCCc1c(O)nc(SCC(=O)c2ccccc2)n(-c2ccccc2)c1=O	19%	0%	5%	-25%	-8%	-6%	-7%	0%	3%

Of the compounds above, 3 contain an aryl thioether with sulfur outside any ring.
SMILES	TrxR1 inh	Pin1 inhibitor	GLS inhibitor	JMJD2A Tudor	Tb PGK inh	HP1b binding inh	RGS4 inh	12-LOX inh	ERG Ets-DNA blk
O=C(COc1ccccc1F)Nc1ccc2nc(SCC(=O)N3CCc4ccccc43)sc2c1	-1%	-6%	5%	-19%	-8%	23%	?	-20%	2%
Cc1ccc(-n2c(SCC(=O)OC(C)C)nnc2-c2ccncc2)cc1	-11%	-4%	10%	-7%	10%	49%[activator]	13%	4%	-2%
CCCCc1c(O)nc(SCC(=O)c2ccccc2)n(-c2ccccc2)c1=O	19%	0%	5%	-25%	-8%	-6%	-7%	0%	3%

More entries:
SMILES	TrxR1 inh	Pin1 inhibitor	GLS inhibitor	JMJD2A Tudor	Tb PGK inh	HP1b binding inh	RGS4 inh	12-LOX inh	ERG Ets-DNA blk
Cn1c(=O)c2c(nc(SC3C(=O)CC(C)(C)CC3=O)n2C)n(C)c1=O	4%	-7%	13%	-28%	-6%	46%[activator]	-14%	?	.
COc1ccc2c(Sc3ccc(Cl)cc3)c(C(=O)N3CCCCC3)[nH]c2c1	7%	1%	18%	?	-2%	11%	8%	?	1%
CCSc1nnc(NC(=O)c2cc(C)oc2C)s1	24%	0%	8%	-16%	0%	13%	8%	?	8%
O=C(Nc1ccc(F)cc1)Nc1ccc2c(c1)OCO2	30%	-2%	10%	-3%	0%	22%	14%	-15%	10%
CCc1nc(N2CCCCC2)c2oc3ccccc3c2n1	6%	5%	4%	37%[activator]	-3%	104%[activator]	2%	-13%	-1%
COc1ccc(CCN2C(=O)C=CC2=O)cc1OC	0.63µM*	-2%	0%	32µM*	-2%	?	?	-12%	.
Cc1cc(C)nc(-n2nc(C)cc2NC(=O)CN2CCCC2)n1	-2%	-1%	1%	-18%	.	17%	4%	7%	9%
O=C(COc1ccc(Br)cc1)c1ccc2c(c1)CCCC2	-5%	-1%	7%	155%[activator]	9%	207%[activator]	20%	384%[activator]	-2%
Cc1ccc(CNC(=O)CCC2CCCN(Cc3cccc4ncccc34)C2)o1 (stereo unspecified)	25%[57.1 µM]	-3%	-8%	-20%[57.1 µM]	-1%	2%	19%	-7%	-7%
COc1ccc(S(=O)(=O)N(C)c2ccc(C(=O)NCc3ccco3)cc2)cc1OC	1%	3%	-1%	-18%	-2%	4%	-1%	?	8%
Cc1ccc(OCCCn2ccnc2)cc1C	16%	0%	1%	-29%	-4%	0%	23%	-2%	-6%
CN1CCN(C(=O)c2ccccc2[N+](=O)[O-])CC1	16%[57.1 µM]	-3%	21%	-1%	0%	16%	20%	i	-7%
O=C(Cc1c(Cl)cccc1Cl)OCC(=O)N1CCc2ccccc2C1	-10%	2%	-1%	-1%	-3%	18%	19%	-4%	6%
CCC(=O)N1CCc2cc(S(=O)(=O)NC(C(=O)NCc3ccc(OC)cc3)C(C)C)ccc21 (stereo unspecified)	7%	0%	1%	-14%	i	28%	1%	?	?
COc1ccc(S(=O)(=O)Cc2ccc(C(=O)NCc3cccnc3)o2)cc1	?	-6%	-3%	-4%	i	67%[activator]	-26%	234%[activator]	-7%

Assay outcomes from PubChem BioAssay.
